ELG1 genotox: inducers of genotoxicity in HEK293T ELG1-luciferase cells. Potency, µM (series often up to 46 µM), without a hit: at the top dose activity change, positive = activation, usual class: activators. AID 504466. 330,000 compounds, 1.3% hits. HEK293T ELG1-luciferase reporter, luminescence, 16 h; further: potency means the concentration at half of the fitted maximal effect; % of control where 0% means no effect; nearly all actives have a fitted effect of over 60% in size
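ELG1-luciferase HEK293T cells, 2,000/well; compound pinned in; 16 hr, 37 °C, 5% CO2; ONE-Glo, 30 min RT; luminescence on CCD imager.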
Eya2 phos inh: inhibitors of human Eya2 phosphatase activity; AID 488837; O00167; Potency, µM (titrated, usually from 76.9 µM), inactives show at the highest dose activity, negative = inhibition, usual class: inhibitors; recombinant Eya2, OMFP fluorescence dephosphorylation (OMFP is methylfluorescein phosphate); 330,000 compounds, 0.006% hits; further: potency means the concentration at half of the fitted maximal effect; on the % scale 0 is the no-effect control and ±100 the full control effect
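Eya2 (0.2 uM) preincubated 10 min at ambient with compound, then OMFP substrate added at 50 uM; 10 min reaction in 50 mM HEPES pH 7.5, 50 mM NaCl, 5 uM MgCl2, 0.05% BSA, 1 mM DTT. Fluorescence read at Ex 485/Em 525 nm.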
TSG101-PTAP inh: blocks PTAP/TSG101 interaction to inhibit HIV-1 budding; AID 493005; 340,000 tested, under 10 active; Potency, µM (highest dose often 115 µM), without a hit: top-dose activity change, negative = inhibition, most hits filed as inhibitors; Q99816; Fluorescence polarization, FITC-PTAP peptide / Tsg101 binding; active means well fitted inhibition curve with a large enough effect in the main read-out, with a control signal flat, not every such curve was filed as active; inconclusive means small, poorly fitted or top-dose-only effect, or effect the other way, or a change in a side signal; inactive means no such curve, though single readings can be large or run the other way; further: potency means the concentration at half of the fitted maximal effect; % of control where 0% means no effect
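FP read-out: FITC-PTAP peptide, 50 nM final, binding Tsg101 binding domain, 10 uM final; 20 min, r.t.; 10 mM HEPES pH 7.5, 0.15 M NaCl, 0.01% Tween 20, 3 mM EDTA, 0.1 mM TCEP.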
BRCA1 expr act: increases BRCA1 expression. 380,000 compounds, 1.1% hits. Potency, µM (doses to about 46.1 µM), inactives show top-dose activation, actives largely listed as activators. MCF7-BRCA1-FFLuc reporter, luminescence, 48 h; response scale: scaled: vehicle 0%, 10 µM genistein 100%; further: potency means the concentration at half of the fitted maximal effect; nearly all actives have a fitted effect of over 80% in size; some results filed as inactive show a strong effect at the top dose
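Luminescence from a BRCA1-driven firefly luciferase in MCF7 cells was the read-out, taken 15 min after substrate addition following 48 h compound exposure at 37 °C. Data were normalized to a 10 microM genistein control and DMSO vehicle.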
USP2a inh: USP2a (human) protease inhibition; O75604; USP2 core, Ub-CHOP2 coupled fluorogenic reporter, 485/531; Potency, µM (titrated, usually from 38.3 µM), without a hit: top-dose activity change, negative = inhibition, usual class: inhibitors; 330,000 compounds, 0.01% hits; AID 463254;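 further: potency means the concentration at half of the fitted maximal effect; plate controls were DMSO wells for no effect and full inhibition by NEM control for full effect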
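USP2 core (10nM final) preincubated 30min RT with compound in 20mM Tris-HCl pH 8.0, 2mM CaCl2, 2mM beta-mercaptoethanol, 0.05% CHAPS; 25nM Ub-CHOP2 plus 25nM reporter substrate added, fluorescence (Ex485/Em531) read after 60min.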
S-ASM inh: blocks human secretory acid sphingomyelinase; placental ASM, HMU-PC fluorogenic substrate, 60 min; Potency, µM (top dose mostly 57.5 µM), for inactives: at the highest dose activity change, negative = inhibition, actives largely listed as inhibitors; 340,000 compounds, 0.006% hits; P17405; further: potency means the concentration at half of the fitted maximal effect
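qHTS format. ASM enzyme prepared from human placenta hydrolyses the fluorogenic substrate HMU-PC0 (9 uM final) over 60 min at 37 °C after a 10 min compound preincubation.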
uPA generation: blocks generation of uPA at the cell surface; cell surface uPA generation assay, qHTS; Potency, µM (doses to about 38.3 µM), without a hit: top-dose activity change, negative = inhibition, hits mostly inhibitors; 330,000 compounds, 0.31% hits; AID 540303; active means well fitted inhibition curve with a large enough effect; inconclusive means small, poorly fitted or top-dose-only effect; inactive means no such curve, though single readings can be large or run the other way; tested in mouse RAW 264.7 cells; further: potency means the concentration at half of the fitted maximal effect; on the % scale 0 is the no-effect control and ±100 the full control effect; nearly all actives have a fitted effect of over 55% in size
B2AR arrestin: agonists driving beta-arrestin recruitment to human beta2-adrenergic receptor | 330,000 compounds, 0.02% hits | Potency, µM (titrated, usually from 46.1 µM), for inactives: top-dose activation, actives largely listed as activators | beta-arrestin recruitment to beta2AR, cell-based reporter | P07550 | AID 492947;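 further: potency means the concentration at half of the fitted maximal effect; 0% = DMSO controls and full agonism = EC100 isoproterenol or metaproterenol; nearly all actives have a fitted effect of over 65% in size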
p53 reactivation: restores transcriptional activity of mutant p53. H1299 p53-A138V BP100-luciferase reporter, luminescence, 24 h. Potency, µM (highest dose often 92.2 µM), inactives show at the highest dose activity change, positive = activation, hits mostly activators. 320,000 compounds, 0.063% hits; further: potency means the concentration at half of the fitted maximal effect; % of control where 0% means no effect; nearly all actives have a fitted effect of over 45% in size
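H1299 (p53-null), stable ts p53-A138V + BP100-Luc; 1000 cells/well, Opti-MEM/10% FBS; cpd 4 pt, 1:5; 24 h, 37 deg C, 5% CO2; detection reagent 10 min RT; luminescence.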
TRPV1 ag: activates the human vanilloid receptor TRPV1 | Q8NER1 | AID 540275 | 320,000 compounds, 0.19% hits | activation, % at 8.33 µM | TRPV1-expressing cells, Fluo-8 calcium influx, agonist mode; in the data active means activation above about 80%; inconclusive means between about 30% and that limit; further: 0% is about no effect
Target sequence (Q8NER1 whole entry, looked up): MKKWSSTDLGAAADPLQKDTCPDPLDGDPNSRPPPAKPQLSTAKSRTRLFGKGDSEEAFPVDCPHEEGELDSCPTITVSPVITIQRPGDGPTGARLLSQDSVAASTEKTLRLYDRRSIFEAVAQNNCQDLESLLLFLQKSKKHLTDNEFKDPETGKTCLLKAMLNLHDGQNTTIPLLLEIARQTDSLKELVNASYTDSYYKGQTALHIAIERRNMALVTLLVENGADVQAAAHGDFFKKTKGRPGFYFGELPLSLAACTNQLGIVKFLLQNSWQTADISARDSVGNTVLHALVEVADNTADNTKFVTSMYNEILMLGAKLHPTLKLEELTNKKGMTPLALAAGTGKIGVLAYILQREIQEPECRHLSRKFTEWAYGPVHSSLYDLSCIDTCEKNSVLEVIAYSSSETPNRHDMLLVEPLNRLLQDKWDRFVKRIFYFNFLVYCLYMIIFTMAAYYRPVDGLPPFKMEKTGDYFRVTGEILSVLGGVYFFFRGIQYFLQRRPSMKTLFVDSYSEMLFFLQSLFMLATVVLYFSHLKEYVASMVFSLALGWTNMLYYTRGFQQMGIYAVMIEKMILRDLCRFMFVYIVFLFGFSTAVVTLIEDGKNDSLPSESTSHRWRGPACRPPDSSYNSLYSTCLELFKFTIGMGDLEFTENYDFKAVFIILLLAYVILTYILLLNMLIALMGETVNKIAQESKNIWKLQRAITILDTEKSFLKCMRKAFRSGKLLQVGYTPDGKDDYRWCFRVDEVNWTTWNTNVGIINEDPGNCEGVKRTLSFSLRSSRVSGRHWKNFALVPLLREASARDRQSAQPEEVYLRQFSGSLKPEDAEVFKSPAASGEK
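Cells expressing TRPV1 were dye-loaded with Fluo-8 and read kinetically: 10 s baseline, 3 min after compound (agonist portion), then 2 min after EC20 capsaicin (allosteric enhancer portion). Calcium-bound dye fluorescence at 480/520 nm.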
Integrin act MD: activators of alpha7 integrin expression for muscular dystrophy; alpha7betagal myoblasts, beta-gal FDG fluorescence, 48 h; Potency, µM (titrated, usually from 38.3 µM), for inactives: at the highest dose activation, usual class: activators; AID 624291; 350,000 compounds, 0.064% hits;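 further: potency means the concentration at half of the fitted maximal effect; 100% = response of the positive control SU9516; nearly all actives have a fitted effect of over 60% in size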
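Alpha7betagal+/- myoblasts (passage 13) were plated 16-24 hr, then exposed to compounds (1:260 dilution of DMSO stock) for 48 hours at 37C. After MPER lysis, β-galactosidase reporter activity was read as FDG fluorescence (ex 480/em 540) after 30 minutes.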
Starred values were filed as active, the others as inactive; u = inconclusive; x = not tested or not shown; & = joins results of further samples; [ ] = dose if it differs, or a comment. Unless noted, the call rests on the fitted dose curve; in most records, active means well fitted curve in the direction sought with a large enough effect; inconclusive means small, poorly fitted or top-dose-only effect, or another doubt; inactive means no such curve, though single readings can be large; an effect the other way counts as inactive or inconclusive. Random draw from the library, and some 2.6% of all compounds hit somewhere here.

SMILES	ELG1 genotox	Eya2 phos inh	TSG101-PTAP inh	BRCA1 expr act	USP2a inh	S-ASM inh	uPA generation	B2AR arrestin	p53 reactivation	TRPV1 ag	Integrin act MD
Cc1ccc(-c2c3c(nc4sc(C(N)=O)c(N)c24)CCCC3)o1	-8%	-6%	-1%	-16%	2%	-8%	8%	-0.2%	-16%	6	-8%
CCCCNS(=O)(=O)c1ccc(NC(=O)C(Sc2ccccc2)c2ccccc2)cc1 (centres undefined)	-6%	0%	-6%	-77%	0%	1%	-9%	-0.6%	-10%	-6	-58%[inhibitor]
COc1cc(CC(=O)Nc2cc(S(C)(=O)=O)ccc2Cl)cc(OC)c1OC	0%	6%	-3%	9%	1%	3%	4%	0.0%	-2%	0	u
COc1cccc(NC(=O)[C@H](CC(C)C)NC(=O)N2CCn3c2nc2ccccc23)c1	-2%	-3%	-12%	-35%	0%	-20%	4%	0.3%	7%	5	16%
COc1ccc(NS(=O)(=O)c2ccc(N3CCOCC3)c(N)c2)cc1	1%	-7%	1%	-13%	2%	-2%	u	0.2%	0%	2	-8%
COc1cc(OC)cc(C(=O)NC2CC(C)(C)NC(C)(C)C2)c1	-2%	u	1%	-11%	-1%	3%	0%	0.1%	-3%	-20	13%
Cc1c(C(=O)O)oc2ccc(S(=O)(=O)N3CCCCC3C(=O)O)cc12 (centres undefined)	0%	17%	0%	5%	1%	4%	6%	-0.2%	-4%	-2	3%
COc1ccc([N+](=O)[O-])cc1NC(=O)CCCOc1ccccc1	-3%	6%	-1%	11%	1%	-2%	2%	0.2%	-9%	-2	-1%
Cc1ccc(NC2CCCN(C(=O)CCC(=O)c3ccccc3)C2)cc1C (centres undefined)	-1%	7%	1%	-3%	2%	-1%	-6%	0.1%	9%	92*	-15%
Cc1ccccc1NS(=O)(=O)c1cc2c(cc1C)N(C)CCO2	-2%	-15%	0%	-18%	-5%	5%	-4%	0.2%	x	19	-7%
O=C(NCCc1c[nH]c2ccccc12)C(=O)NCC(c1ccco1)N1CCN(c2ccc(F)cc2)CC1 (centres undefined)	5%	7%	-2%	-6%	1%	-3%	-2%	5.6%	-3%	3	-7%
O=[N+]([O-])c1ccc(Cl)c(/C=N/N2CCN(Cc3ccccc3)CC2)c1	-1%	-2%	-6%	3%[1.84 µM]	-1%	-1%	0%	-0.3%	-4%	-1	11%
O=[N+]([O-])c1cccc(-c2nc(-c3cccs3)c(-c3cccs3)[nH]2)c1	-4%	-3%	-3%	-49%	-1%	-16%	1%	5.2%	-4%	-1	11%
FC(F)(F)c1cccc(Nc2ncnc3ccccc23)c1	-1%	14%	-9%	-25%	1%	-5%	-5%	-0.3%	1%	u	26%[7.66 µM]
S=C(Nc1ccccc1)Nc1ccc(Cl)cn1	16%	-7%	2%	19%	-1%	-2%	1%	0.2%	7%	15	-19%
CC(=O)Nc1ccc(NC(=O)CCC(=O)OCC(=O)c2ccc(F)cc2)cc1	2%	5%	1%	13%	1%	1%	3%	0.4%	4%	1	1%
COCCOC(=O)c1c(C)nc(SCC(=O)Nc2cccc3ccccc23)c(C#N)c1-c1ccco1	-9%	-16%	0%	-32%	4%	-5%	-4%	-0.3%	-5%	-1	-30%
COc1ccc(Cl)cc1NC(=O)CSc1nc(N2CCOCC2)nc(N2CCOCC2)n1	-13%	-3%	-4%	-35%	2%	-22%	23%	0.4%	1%	15	-12%
CN(c1ccccc1)S(=O)(=O)c1cccc(NC(=O)CCNC(=O)c2ccccc2)c1	-8%	-6%	-3%	-14%	5%	2%	-13%	0.3%	-1%	3	15%
CC(C)C1/C(=N/O)CC(c2ccccc2)NC1c1ccccc1 (centres undefined)	-14%	18%	-3%	-12%	2%	5%	4%	3.0%	-5%	-8	29%
COc1ccc2cc3cc(C(=O)N4CC(C)CC(C)C4)oc3nc2c1 (centres undefined)	5%	3%	-4%	10µM*	0%	73%[activator]	-1%	-0.2%	25%	6	0%
Cc1ccc(S(=O)(=O)N2CCOCC2)cc1NC(=O)c1cc2ccccc2oc1=O	-5%	2%	-2%	6%	2%	6%	2%	-0.9%	13%	x	0%
CCOC(=O)c1cc(-c2ccc(Cl)cc2)nc2c1c(=O)[nH]c(=O)n2CCOC	2%	5%	-3%	-9%	1%	-3%	-11%	-0.2%	-2%	-1	3%
Cc1cc(=O)oc(C)c1C(=O)NCC1COc2ccccc2O1 (centres undefined)	1%	-4%	x	0%	-1%	0%	-11%	-0.8%	26%	13	-2%
O=C(C1CCCN(S(=O)(=O)c2cccc3nonc23)C1)N1CCN(c2cccc(Cl)c2)CC1 (centres undefined)	-19%	-10%	-6%	5%&-56%	2%	-9%	-3%	0.4%	0%	-1	13%
Remaining list, next part:
SMILES	ELG1 genotox	Eya2 phos inh	TSG101-PTAP inh	BRCA1 expr act	USP2a inh	S-ASM inh	uPA generation	B2AR arrestin	p53 reactivation	TRPV1 ag	Integrin act MD
CCCC(=O)Oc1ccc(N(C(=O)CCC)S(=O)(=O)c2cccc([N+](=O)[O-])c2)cc1	-2%	-4%	-1%	-1%	3%	-1%	-2%	-0.7%	11%	-1	-4%
CN(C)S(=O)(=O)c1cc(C(=O)Nc2ccccc2C(=O)NC2CC2)ccc1Cl	-2%	-4%	-2%	11%	-8%	-1%	-29%	0.2%	u	u	-10%
c1ccc(-c2ccccc2OCCOCCN2CCc3ccccc3C2)cc1	-15%	-9%	-7%	-36%	10%	1%	-1%	0.0%	1%	3	-34%
CSc1ccc(S(=O)(=O)N2CCC(C(=O)Nc3cccnc3)CC2)cc1	-3%	-2%	-4%	-1%	3%	6%	1%	-0.1%	-3%	0	0%
COc1ccc(NS(=O)(=O)c2cc3c4c(c2)CCN4C(=O)CC3)cc1OC	0%	10%	0%	-37%	2%	3%	-12%	-2.0%	6%	2	-6%
CN1CCN(c2ccc(NC(=O)c3ccc(-c4ccccc4F)o3)cc2)CC1	u	10%	0%	1%	0%	-7%	-8%	0.3%	u	11	-44%
C=C(C)CC(Nc1ccc(OC)cc1)c1ccco1 (centres undefined)	0%	-10%	0%	-2%	-1%	9%	1%	-1.1%	-3%	-1	-3%
CCCCN(C)CCCNC(=O)c1cc(=O)[nH]c2ccc(S(=O)(=O)N3CCCCC3C)cc12 (centres undefined)	3%	-5%	-8%	-3%	-1%	5%	-1%	0.0%	2%	2	0%
O=S1(=O)N=C(N(CCO)/N=C/c2ccccc2F)c2ccccc21	-4%	-3%	-5%	-15%	1%	-3%	-11%	0.5%	-1%	2	2%
CCOC(=O)c1[nH]c(C)c(C(=O)OCC(=O)N2CCc3ccccc32)c1C	17%	-30%	-14%	3%	1%	-2%	x	-0.1%	-2%	-1	-17%[7.66 µM]
COc1cc(/C=C(\C#N)C(=O)Nc2cccnc2)ccc1OC(C)C	2%	-3%	-3%	-13%	3%	1%	2%	0.0%	-2%	0	-6%
O=C(CN1CCSCC1)N/N=C/c1ccc(Cl)cc1	8%	4%	x	x	0%	x	x	0.0%	4%	-2	x
COc1ccc(OC)c(/C=N/NC(=O)CN2CCSCC2)c1	2%	8%	-3%	-23%	-2%	226%[activator]	2%	0.0%	16%	-2	8%
COc1ccc(-c2cn3c(C)c(C(=O)Nc4ccncc4)sc3n2)cc1	2%	18%	0%	6%	1%	-1%	-21%	-0.5%	4%	-1	2%
Cc1cc(OCc2cc(C(=O)N(C)Cc3nonc3C)no2)cc(C)c1Cl	-1%	-4%	-5%	25%	5%	-13%	7%	0.5%	7%	0	-19%
CCn1nc(-c2ccccc2)c2nc3ccccc3nc21	-1%	20%	u	-32%	u	-8%	-1%	-0.3%	7%	25	14%
COc1ccc(-n2c(SCC(N)=O)nnc2-c2ccccc2F)cc1	-3%	8%	-4%	8%	3%	7%	4%	-0.1%	-8%	0	-6%
Cn1c(SCC(=O)N2CCCCCC2)nc2c([nH]c3ccccc32)c1=O	0%	-22%	-5%	-25%	3%	-2%	-8%	0.0%	-5%	4	-6%
Cc1ccc(OCCC(=O)OC(C)C(=O)NC2CC2)cc1 (centres undefined)	0%	10%	-7%	-4%	1%	4%	3%	-0.2%	5%	-1	-17%
COc1cc(/C=C/C(=O)O)cc(S(=O)(=O)Nc2ccc3nc(C)sc3c2)c1OC	0%	3%	-4%	0%	0%	9%	-8%	-0.1%	6%	2	u
COc1ccc(-c2ccc(S(=O)(=O)n3nc(OC(=O)c4cccs4)cc3N)cc2)cc1	-2%	6%	-1%	0%	0%	-6%	-11%	2.2%	-1%	1	-12%
